mIDH1 inhibitor: inhibitors of human mutant IDH1 R132H; Potency, µM (top dose mostly 76.6 µM), without a hit: top-dose activity change, negative = inhibition, usual class: inhibitors; IDH1-R132H enzyme, NADPH consumption, diaphorase/resazurin fluorescence; actives 0.093% (n = 390,000); further: potency means the concentration at half of the fitted maximal effect; on the % scale 0 is the no-effect control and ±100 the full control effect; nearly all actives have a fitted effect of over 65% in size
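IDH1-R132H (0.5 ug/mL dispensed) in pH 7.5 Tris buffer was preincubated 30 min with compound, then given a substrate mix of 0.016 mM NADPH and 2 mM alpha-KG for 80 min at room temperature; remaining NADPH was read by diaphorase/resazurin fluorescence.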
USP1-UAF1 inh: inhibitors of human USP1/UAF1 deubiquitinase. O94782. recombinant USP1/UAF1, Ub-Rhodamine cleavage fluorescence. Potency, µM (doses to about 57.1 µM), for the others: top-dose activity change, negative = inhibition, most hits filed as inhibitors. actives 0.23% (n = 390,000); further: potency means the concentration at half of the fitted maximal effect; on the % scale 0 is the no-effect control and ±100 the full control effect; nearly all actives have a fitted effect of over 60% in size; inactives centre near -12
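In this screen, compounds sit with the deubiquitinase complex (1nM) for 15 min at room temperature before Ub-Rho is added at 150nM final. Fluorescence rise is then followed for 6 reads every 60 seconds.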
Tb PGK inh: inhibitors of T. brucei phosphoglycerate kinase. Potency, µM (series often up to 57.5 µM), for the others: top-dose activity change, negative = inhibition, hits mostly inhibitors. actives 0.043% (n = 380,000). P07378. PGK/GAPDH coupled, Kinase-Glo luminescence, 60 min; further: potency means the concentration at half of the fitted maximal effect; on the % scale 0 is the no-effect control and ±100 the full control effect; nearly all actives have a fitted effect of over 60% in size
Target sequence (P07378 whole entry, looked up): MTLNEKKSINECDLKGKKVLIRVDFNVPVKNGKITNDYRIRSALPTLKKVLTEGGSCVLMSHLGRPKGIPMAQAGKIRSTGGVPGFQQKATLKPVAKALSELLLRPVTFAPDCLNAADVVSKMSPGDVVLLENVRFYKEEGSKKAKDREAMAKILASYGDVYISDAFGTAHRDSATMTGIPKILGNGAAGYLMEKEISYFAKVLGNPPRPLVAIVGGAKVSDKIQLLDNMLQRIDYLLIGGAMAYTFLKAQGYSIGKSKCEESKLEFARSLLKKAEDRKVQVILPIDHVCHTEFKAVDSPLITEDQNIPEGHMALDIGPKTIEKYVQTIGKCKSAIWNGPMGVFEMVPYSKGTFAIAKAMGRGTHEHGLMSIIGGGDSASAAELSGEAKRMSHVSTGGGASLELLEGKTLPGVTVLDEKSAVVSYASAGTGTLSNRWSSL
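Recombinant glycosomal PGK reaction used 1,3-bisphosphoglycerate generated in-well by GAPDH (100nM final) in 100mM TEA pH 7.6, 5mM MgCl2, 0.01% Tween-20. After 60 minutes at room temperature, ATP was read by Kinase-Glo Plus luminescence end-point.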
Pin1 inh: inhibitors of human Pin1 | Q13526 | Pin1 FP peptide displacement, HiFluor488, 10 min | Potency, µM (doses to about 115 µM), without a hit: top-dose activity, negative = inhibition, most hits filed as inhibitors | actives 0.009% (n = 390,000); active means well fitted inhibition curve with a large enough effect in the polarisation, with a control signal flat, not every such curve was filed as active; the % refers to the polarisation; further: potency means the concentration at half of the fitted maximal effect; on the % scale 0 is the no-effect control and ±100 the full control effect
Target sequence (Q13526 whole entry, looked up): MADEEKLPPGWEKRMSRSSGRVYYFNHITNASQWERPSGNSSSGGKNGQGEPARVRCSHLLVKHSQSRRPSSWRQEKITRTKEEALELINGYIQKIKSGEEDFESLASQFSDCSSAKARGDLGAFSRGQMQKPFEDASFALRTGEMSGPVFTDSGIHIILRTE
GLS inh: inhibitors of human glutaminase (GLS). GLS enzymatic activity, qHTS titration. AID 624170. actives 0.21% (n = 410,000). Potency, µM (top dose mostly 45.5 µM), for the others: at the highest dose activity change, negative = inhibition, hits mostly inhibitors. O94925; further: potency means the concentration at half of the fitted maximal effect; on the % scale 0 is the no-effect control and ±100 the full control effect
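hKGA in 45 mM KH2PO4 (pH 8.2), 0.02% Tween-20 with compound, then 1mM L-Glutamine (stock as added) plus glutamate oxidase/HRP/Amplex red coupling mix. Fluorescence read initially and after 30 min at RT; signal change reflects glutamate formation.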
TrxR1 inh: inhibitors of rat thioredoxin reductase 1 | recombinant rTrxR1, NADPH fluorescence consumption, selenite substrate | Potency, µM (top dose mostly 114 µM), inactives show at the highest dose activity change, negative = inhibition, usual class: inhibitors | actives 1% (n = 390,000); further: potency means the concentration at half of the fitted maximal effect; on the % scale 0 is the no-effect control and ±100 the full control effect; nearly all actives have a fitted effect of over 65% in size
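Rat TrxR1 (90 nM in the dispensed reagent) was pre-reduced with 400 uM NADPH for 5 min at room temperature, then incubated with compound for 15 min. After 400 uM selenite was added, NADPH fluorescence (Ex 340/Em 450 nm) was followed for 8 min.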
TrxR1 substrate: rat thioredoxin reductase 1 substrate activity; actives 0.01% (n = 390,000); purified TrxR1 substrate turnover, NADPH consumption readout; O89049; AID 588456; Potency, µM (titrated, usually from 114 µM), for the others: at the highest dose activity change, negative = substrate turnover; further: potency means the concentration at half of the fitted maximal effect; on the % scale 0 is the no-effect control and ±100 the full control effect; nearly all actives have a fitted effect of over 50% in size
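Rat TrxR1, dispensed at 90 nM, was prereduced with 400 uM NADPH (final) for 5 min at ~22 deg C, then incubated with compound 15 min before 400 uM selenite. A first-read NADPH fluorescence drop versus no-compound background flagged substrates.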
HP1b chromo inh: HP1-beta chromodomain-methylated histone interaction inhibition; AlphaScreen HP1-beta / biotin-H3K9me3 peptide binding; Potency, µM (highest dose often 114 µM), inactives show at the highest dose activity change, negative = inhibition, most hits filed as inhibitors; actives 0.56% (n = 390,000); AID 540317; further: potency means the concentration at half of the fitted maximal effect; nearly all actives have a fitted effect of over 70% in size; inactives centre near 23
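HP1-beta protein (50 nM final) preincubated 30 min at room temperature with biotinylated H3(1-18)K9me3 peptide (50 nM) in PBS pH 7.4, 0.01% Tween-20, then compound added for 30 min. AlphaScreen streptavidin donor/nickel chelate acceptor beads (10 ug/mL final), 30 min dark, luminescence read.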
PI4K2A inh: inhibitors of human PI4K2A; purified PI4K2A, ADP-Glo luminescence, 1 h; hits give low values; activity change, negative = inhibition, % at 76.9 µM; actives 0.13% (n = 420,000); AID 1346378; in the data active means activity change below about -50%;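 further: -100% = wells without enzyme as full effect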
Target sequence (Q9BTU6 whole entry, looked up): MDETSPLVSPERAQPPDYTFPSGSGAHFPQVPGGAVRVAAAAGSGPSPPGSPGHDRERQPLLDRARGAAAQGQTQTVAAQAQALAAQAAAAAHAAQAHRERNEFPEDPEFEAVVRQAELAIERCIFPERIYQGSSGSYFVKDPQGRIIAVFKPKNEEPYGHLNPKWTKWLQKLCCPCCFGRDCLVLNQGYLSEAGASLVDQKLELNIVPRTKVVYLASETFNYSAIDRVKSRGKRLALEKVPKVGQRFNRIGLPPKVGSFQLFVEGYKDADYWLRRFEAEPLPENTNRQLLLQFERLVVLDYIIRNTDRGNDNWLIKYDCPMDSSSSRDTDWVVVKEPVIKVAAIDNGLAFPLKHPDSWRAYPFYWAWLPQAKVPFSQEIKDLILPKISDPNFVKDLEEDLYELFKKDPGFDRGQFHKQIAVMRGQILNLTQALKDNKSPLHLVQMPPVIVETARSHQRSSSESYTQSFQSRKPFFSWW
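ADP-Glo luminescence measured ADP generated by PI4K2A enzyme (4 ug/mL before mixing) with 1.2 mM PI substrate (pre-mix) and 300 microM ATP (pre-mix). Tris pH7.5 buffer with MgCl2, Triton X-100; 1 h reaction at ambient temperature.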
* hit, by the source's call; [ ] = remark or other dose. Unless noted, the call rests on the fitted dose curve; in most records, active means well fitted curve in the direction sought with a large enough effect; inconclusive means small, poorly fitted or top-dose-only effect, or another doubt; inactive means no such curve, though single readings can be large; an effect the other way counts as inactive or inconclusive.

How did COc1ccc(-c2noc(CSc3nc4sc(C)c(C)c4c(=O)n3-c3ccccc3)n2)cc1 do in these assays?
mIDH1 inhibitor: 2%; USP1-UAF1 inh: -18%; Tb PGK inh: -8%; Pin1 inh: 2%; GLS inh: -3%; TrxR1 inh: 16%; TrxR1 substrate: 2%; HP1b chromo inh: 25%; PI4K2A inh: 3

What do the screens show for `O=C(C1CC1)N1N=C(C2CCCCC2)CC1(O)C(F)(F)F` (centres undefined)?
mIDH1 inhibitor: -3%; USP1-UAF1 inh: -14%; Tb PGK inh: -4%; Pin1 inh: 2%; GLS inh: 4%; TrxR1 inh: 7%; TrxR1 substrate: -3%; HP1b chromo inh: 51%[activator]; PI4K2A inh: 0

Results for OC(COc1ccc(Br)cc1)CN1CCN(c2ccccc2)CC1 (centres undefined) ?
mIDH1 inhibitor: 1%; USP1-UAF1 inh: -23%; Tb PGK inh: inactive; Pin1 inh: -2%; GLS inh: 2%; TrxR1 inh: 18%; TrxR1 substrate: -1%; HP1b chromo inh: 31%; PI4K2A inh: 1

How did O=C(O)CCC(=O)Nc1ccccc1Oc1ccccc1 do in these assays?
mIDH1 inhibitor: -3%; USP1-UAF1 inh: -12%; Tb PGK inh: -7%; Pin1 inh: -1%; GLS inh: 38%[activator]; TrxR1 inh: 30%[57.1 µM]; TrxR1 substrate: 12%; HP1b chromo inh: 1%; PI4K2A inh: 3

How did COc1cc(CNc2nc(C)c([N+](=O)[O-])c(C)c2C#N)cc(OC)c1 do in these assays?
mIDH1 inhibitor: -1%; USP1-UAF1 inh: -8%; Tb PGK inh: 11%; Pin1 inh: 17%; GLS inh: 3%; TrxR1 inh: -32%; TrxR1 substrate: -9%; HP1b chromo inh: 14%; PI4K2A inh: -11

How did COC(=O)c1ccccc1C(=O)N1CCOCCOCCOCC1 do in these assays?
mIDH1 inhibitor: 2%; USP1-UAF1 inh: -8%; Tb PGK inh: 8%; Pin1 inh: 1%; GLS inh: 14%; TrxR1 inh: 9%; TrxR1 substrate: -3%; HP1b chromo inh: 23%; PI4K2A inh: 2

Results for Cc1ccc2c(c1)N(CC(=O)NCCCN1CCOCC1)C(=O)c1cccnc1O2 ?
mIDH1 inhibitor: -6%; USP1-UAF1 inh: -4%; Tb PGK inh: -6%; Pin1 inh: 2%; GLS inh: 14%; TrxR1 inh: 20%[57.1 µM]; TrxR1 substrate: 4%[57.1 µM]; HP1b chromo inh: 46%[activator]; PI4K2A inh: -1

How did Cc1ccc(NC(=O)/C(=C\c2ccc3c(c2)OCO3)NC(=O)c2ccco2)cc1 do in these assays?
mIDH1 inhibitor: 8%; USP1-UAF1 inh: -6%; Tb PGK inh: 13%; Pin1 inh: -5%; GLS inh: 13%; TrxR1 inh: -18%[57.1 µM]; TrxR1 substrate: -7%[57.1 µM]; HP1b chromo inh: 16%; PI4K2A inh: 1

How did Cc1ccc(C(=O)CCC(=O)Nc2ncccc2O)cc1 do in these assays?
mIDH1 inhibitor: 0%; USP1-UAF1 inh: -6%; Tb PGK inh: 4%; Pin1 inh: -3%; GLS inh: 4%; TrxR1 inh: -3%[57.1 µM]; TrxR1 substrate: -1%[57.1 µM]; HP1b chromo inh: 6%; PI4K2A inh: -20

What do the screens show for `O=C1c2ccccc2C(=O)N1CCCc1c[nH]c2ccc(Cl)cc12`?
mIDH1 inhibitor: -6%; USP1-UAF1 inh: -15%; Tb PGK inh: -6%; Pin1 inh: 2%; GLS inh: 7%; TrxR1 inh: -11%; TrxR1 substrate: -8%; HP1b chromo inh: -15%; PI4K2A inh: 4

Results for Cc1ccc(OCc2nnc(SC(C)C(=O)O)n2Cc2ccccc2)cc1 (centres undefined) ?
mIDH1 inhibitor: -7%; USP1-UAF1 inh: -19%; Tb PGK inh: -7%; Pin1 inh: 0%; GLS inh: -1%; TrxR1 inh: 22%[57.1 µM]; TrxR1 substrate: 8%; HP1b chromo inh: 6%; PI4K2A inh: 6

What do the screens show for `CC(=O)Nc1sc(C)c(C)c1C(=O)OCC(=O)Nc1ccc(S(N)(=O)=O)cc1`?
mIDH1 inhibitor: 5%; USP1-UAF1 inh: 2%; Tb PGK inh: -2%; Pin1 inh: 73%[activator]; GLS inh: 3%; TrxR1 inh: 7%; TrxR1 substrate: 6%; HP1b chromo inh: 15%; PI4K2A inh: 3

What do the screens show for `O=C(CO/N=C/c1ccccc1O)NNC(=O)c1ccccc1Cl`?
mIDH1 inhibitor: 11%; USP1-UAF1 inh: -2%; Tb PGK inh: -6%; Pin1 inh: -4%; GLS inh: 45%[activator]; TrxR1 inh: -8%; TrxR1 substrate: 3%; HP1b chromo inh: 50%[activator]; PI4K2A inh: 3

What do the screens show for `O=C(COC(=O)CCc1ccc(S(=O)(=O)N2CCOCC2)cc1)NC(=O)NC1CCCCC1`?
mIDH1 inhibitor: -1%; USP1-UAF1 inh: -1%; Tb PGK inh: inactive; Pin1 inh: -1%; GLS inh: 2%; TrxR1 inh: 11%[57.1 µM]; TrxR1 substrate: 2%[57.1 µM]; HP1b chromo inh: 18%; PI4K2A inh: 4

What do the screens show for `O=C(Nc1cccc(-c2cscn2)c1)C1CCN(Cc2ccc(CO)o2)CC1`?
mIDH1 inhibitor: -1%; USP1-UAF1 inh: -12%; Tb PGK inh: -3%; Pin1 inh: -2%; GLS inh: 15%; TrxR1 inh: 21%; TrxR1 substrate: -2%; HP1b chromo inh: 66%[activator]; PI4K2A inh: 4

Results for Cc1nnc(SCc2cccc([N+](=O)[O-])c2)[nH]c1=O ?
mIDH1 inhibitor: 3%; USP1-UAF1 inh: -11%; Tb PGK inh: -2%; Pin1 inh: 7%; GLS inh: 6%; TrxR1 inh: 19%; TrxR1 substrate: -1%; HP1b chromo inh: 31%; PI4K2A inh: -1

What do the screens show for `O=C(O)c1ccc(NC(=O)c2ccc3c(c2)C(=O)N(c2ccccc2)C3=O)cc1`?
mIDH1 inhibitor: 3%; USP1-UAF1 inh: -20%; Tb PGK inh: -2%; Pin1 inh: 3%; GLS inh: -4%; TrxR1 inh: 22%; TrxR1 substrate: 6%; HP1b chromo inh: 20%; PI4K2A inh: -6

What do the screens show for `O=C(C[n+]1ccc(Cc2ccccc2)cc1)Nc1ccc([N+](=O)[O-])cc1Cl`?
mIDH1 inhibitor: 5%; USP1-UAF1 inh: -23%; Tb PGK inh: -1%; Pin1 inh: 1%; GLS inh: -2%; TrxR1 inh: 16%; TrxR1 substrate: 8%; HP1b chromo inh: 45%[activator]; PI4K2A inh: -9

How did Cc1ccc2c(c1)[nH]c1c(=O)n(Cc3ccccn3)cnc12 do in these assays?
mIDH1 inhibitor: 3%; USP1-UAF1 inh: -1%; Tb PGK inh: -9%; Pin1 inh: -8%; GLS inh: 13%; TrxR1 inh: 15%[57.1 µM]; TrxR1 substrate: 9%[57.1 µM]; HP1b chromo inh: 24%; PI4K2A inh: 5

What do the screens show for `CCOCC(=O)Nc1c(C(=O)N2CCN(c3ncccn3)CC2)oc2ccccc12`?
mIDH1 inhibitor: 4%; USP1-UAF1 inh: -5%; Tb PGK inh: -10%; Pin1 inh: -7%; GLS inh: 1%; TrxR1 inh: 10%[57.1 µM]; TrxR1 substrate: 7%[57.1 µM]; HP1b chromo inh: -7%; PI4K2A inh: 2

Results for COc1ccc(S(=O)(=O)N2CCN(C(=S)NC3CCCCC3)CC2)cc1 ?
mIDH1 inhibitor: 0%; USP1-UAF1 inh: -22%; Tb PGK inh: 0%; Pin1 inh: -2%; GLS inh: 26%; TrxR1 inh: 21%; TrxR1 substrate: 8%[57.1 µM]; HP1b chromo inh: -14%; PI4K2A inh: 0

How did Cc1cc(C)cc(CSCC(=O)N/N=C/c2ccc(OCC(=O)NCc3ccco3)cc2)c1 do in these assays?
mIDH1 inhibitor: 0%; USP1-UAF1 inh: -17%; Tb PGK inh: -2%; Pin1 inh: 25%; GLS inh: -1%; TrxR1 inh: 5%; TrxR1 substrate: 4%; HP1b chromo inh: 3%; PI4K2A inh: -2

Results for O=c1c(-c2n[nH]c(=S)o2)cccn1Cc1ccccc1 ?
mIDH1 inhibitor: 9%; USP1-UAF1 inh: -7%; Tb PGK inh: inactive; Pin1 inh: -3%; GLS inh: 0%; TrxR1 inh: 20%[11.4 µM]; TrxR1 substrate: -17%[11.4 µM]; HP1b chromo inh: -3%; PI4K2A inh: 0

Results for Cc1cc(-c2ccc(C(C)C)c(S(=O)(=O)NCCN3CCC(C)CC3)c2)on1 ?
mIDH1 inhibitor: 0%; USP1-UAF1 inh: -8%; Tb PGK inh: 9%; Pin1 inh: -1%; GLS inh: 0%; TrxR1 inh: 29%; TrxR1 substrate: 1%; HP1b chromo inh: 12%; PI4K2A inh: -4

What do the screens show for `O=C(CN1C(=O)C2C3C=CC(C3)C2C1=O)NCCc1ccccc1Cl` (centres undefined)?
mIDH1 inhibitor: 11%; USP1-UAF1 inh: -9%; Tb PGK inh: -4%; Pin1 inh: 0%; GLS inh: 11%; TrxR1 inh: 0%; TrxR1 substrate: -5%; HP1b chromo inh: 10%; PI4K2A inh: -5

Source: PubChem BioAssay (National Center for Advancing Translational Sciences (NCATS))

This is a subset; rates above refer to the full screens.
